# CXCR6 inh: blocks human CXCR6 beta-arrestin recruitment. CHO-K1 PathHunter CXCR6 beta-arrestin, luminescence. 360,000 compounds, 0.36% hits. AID 602244. inhibition, % at 20 µM. O00574; in the data active = inhibition above about 34%, passing the limit was not always enough;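 also: antagonist mode with CXCL16 agonist at 10 nM final; 0% = 10 nM CXCL16 with DMSO and 100% = unstimulated wells without agonist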
# UPR CHOP act: apoptotic UPR (CHOP) activation. CHO-CHOP luciferase reporter, luminescence; percent of tunicamycin response over DMSO baseline. activation, % at 10 µM. 330,000 compounds, 0.34% hits. AID 449763;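 active = at 10 µM dose, activation of 40% or more, normalized to positive control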;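 also: 100% = tunicamycin at 10 µg/mL and 0% = DMSO alone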
#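 Evaluation: % reporter activation, DMSO baseline versus tunicamycin full activation; System: CHO-CHOP luciferase reporter cell line; Input: 500 cells/well; Incubation: 6 h compound treatment, 37 °C; Measured by: Steady-Glo luciferase luminescence; Dosing: one dose, 10 µM in 0.5% DMSO; Buffer or medium: F12 medium, 10% FBS; Benchmarks: positive tunicamycin 10 µg/mL, negative DMSO alone.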
# XBP1 UPR activ: adaptive UPR (XBP1) activation. CHO-XBP1 luciferase reporter, IRE1-XBP1 UPR activation, luminescence; percent of tunicamycin response, DMSO as zero. activation, % at 20 µM. 330,000 compounds, 0.33% hits. AID 463104;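 active = versus positive control, 20 µM dose yields 30% or more activation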;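 also: 100% = tunicamycin at 10 µg/mL and 0% = DMSO only wells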
#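 Material: CHO cell line with stable XBP1 luciferase reporter; schedule: 16-18 h cell attachment at 37 °C, then 6 h compound exposure; signal: glow luminescence from Steady-Glo reagent; medium: serum-containing F12 medium, 10% FBS; benchmarks: tunicamycin 10 µg/mL and vehicle-only wells; read-out: percent activation relative to tunicamycin reference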
# APJ antag: antagonists of human APJ apelin receptor; inhibition, % at 20 µM; AID 2521; 330,000 compounds, 0.32% hits; P35414; CHO-K1 APJ beta-arrestin complementation, luminescence;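 active = inhibition above about 40% at 20 µM, limit read from the data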;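 also: cells challenged with 10 nM apelin-13 agonist together with compound; plate controls were apelin-13 plus DMSO wells for no effect and DMSO wells lacking apelin-13 for full effect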
# Target sequence (P35414 whole entry, looked up): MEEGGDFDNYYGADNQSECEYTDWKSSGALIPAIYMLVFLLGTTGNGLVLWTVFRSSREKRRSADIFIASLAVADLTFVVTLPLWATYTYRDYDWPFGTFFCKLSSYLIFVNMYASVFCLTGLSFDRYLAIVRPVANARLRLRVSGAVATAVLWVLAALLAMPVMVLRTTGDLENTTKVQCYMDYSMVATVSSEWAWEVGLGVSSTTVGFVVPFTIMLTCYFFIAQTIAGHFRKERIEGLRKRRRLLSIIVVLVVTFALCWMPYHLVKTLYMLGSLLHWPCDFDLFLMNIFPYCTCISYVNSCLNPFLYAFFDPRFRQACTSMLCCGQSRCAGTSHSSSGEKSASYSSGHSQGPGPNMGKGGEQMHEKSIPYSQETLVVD
# Mdm2 MdmX PPI: disrupts the human Mdm2-MdmX interaction. O15151+Q00987. AID 485346. SaOS-2 split-luciferase Mdm2/MdmX complementation, luminescence. 330,000 compounds, 3% hits. inhibition, % at 8 µM;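 active = inhibition of at least 50% at 8 µM in the primary screen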
# CCR6 antagonist: blocks CCL20-driven beta-arrestin recruitment at human CCR6; P51684; CHO-K1 CCR6 PathHunter beta-arrestin, luminescence, CCL20-stimulated; inhibition, % at 20 µM; 340,000 compounds, 0.49% hits;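 active = compounds whose inhibition of the agonist-driven luminescence signal at 20 µM reaches about 50%, limit read from the data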;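 also: cells stimulated with CCL20 at 14 nM final; plate controls were DMSO with CCL20 for no effect and DMSO without agonist for full effect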
# Target sequence (P51684 whole entry, looked up): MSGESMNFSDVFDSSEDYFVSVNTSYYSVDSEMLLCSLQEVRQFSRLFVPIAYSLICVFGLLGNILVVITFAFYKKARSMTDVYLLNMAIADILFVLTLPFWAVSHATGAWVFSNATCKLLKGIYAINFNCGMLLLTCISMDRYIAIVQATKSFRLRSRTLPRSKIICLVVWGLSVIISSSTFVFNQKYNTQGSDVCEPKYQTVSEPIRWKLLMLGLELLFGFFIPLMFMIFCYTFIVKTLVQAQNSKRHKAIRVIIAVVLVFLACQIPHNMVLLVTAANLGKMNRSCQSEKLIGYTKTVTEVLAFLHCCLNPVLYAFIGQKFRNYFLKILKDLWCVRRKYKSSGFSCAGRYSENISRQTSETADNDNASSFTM
# tim23-1 inh: inhibits growth of tim23-1 mutant yeast; 330,000 compounds, 1.3% hits; inhibition, % at 20 µM; S. cerevisiae tim23-1 growth, BacTiter-Glo luminescence, 24 h; AID 463212;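 active = growth inhibition of the mutant yeast at or above 50%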;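 also: temperature-sensitive mutant grown at 25 °C; plate controls were DMSO-treated mutant yeast for no effect and medium wells lacking yeast for full effect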
# APJ agonist: agonists of human APJ apelin receptor | P35414 | CHO-K1 APJ PathHunter beta-arrestin, luminescence; 0% DMSO wells, 100% apelin | activation, % at 20 µM | 330,000 compounds, 0.11% hits | AID 2520;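 active = activation more than six SD over the plate average, tested at 20 µM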;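 also: 0% = DMSO alone and 100% = apelin-13 at 10 nM; some results filed as inactive read as strong as hits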
#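 Assay system: CHO-K1 cells stably expressing ProLink-tagged human APJ and arrestin–beta-gal acceptor. Compound dosing: 20 µM single point, 1% DMSO. Times: 16-18 h seeding, 90 min dark compound exposure, 60 min detection. Detection: beta-gal luminescence. Evaluation: APJ–arrestin association signal. Controls: negative DMSO alone, positive Apelin-13 at 10 nM.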
# EBI2 block: antagonists of human EBI2 receptor; P32249; EBI2 beta-arrestin recruitment, luminescence, 7a,25-OHC stimulated; inhibition, % at 5 µM; 360,000 compounds, 0.81% hits; AID 651636; in the data active = inhibition above about 38%;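 also: enzyme fragment complementation signal reports receptor beta-arrestin coupling in cells; 0% = agonist plus DMSO wells and 100% = wells without agonist; some results beyond the cut were filed as inactive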
# Active calls of the source: *; . = no result given.
SMILES,CXCR6 inh,UPR CHOP act,XBP1 UPR activ,APJ antag,Mdm2 MdmX PPI,CCR6 antagonist,tim23-1 inh,APJ agonist,EBI2 block
COc1ccc(-c2cc(C)no2)cc1S(=O)(=O)NCCCN(C)Cc1ccccc1,-6,3.0,-2,-43,19,4,3,3,3
O=C(Cn1c(=O)oc2ccccc21)Nc1ccccc1Cl,1,0.9,-2,5,-18,3,11,-3,3
CCCCNc1c(-c2cccc(-c3cc(C(C)=O)cs3)c2)nc2cc(C)ccn12,10,7.4,0,-83,35,-4,5,10,-14
CC(=O)c1ccc(N2CCN(C(=O)Nc3cccc(F)c3)CC2)cc1,-10,-0.8,4,-1,0,11,-3,-2,2
Cc1cccnc1NC(=O)CSc1ccc2c(c1)OCCO2,4,1.9,1,-2,12,13,12,-5,-3
CC1=C(C(=O)OC(C)C)C(c2cn(-c3ccccc3)nc2-c2cccs2)NC(=O)N1 (stereo unspecified),7,0.1,1,10,26,11,-6,-4,4
CCCn1nc(C(=O)N2CCc3ccccc32)c2ccccc2c1=O,5,-0.7,-2,15,15,13,23,-1,-8
CCOC(=O)N1CCC(N2C(=O)c3ccccc3C2Nc2ccc3c(c2)OCCO3)CC1 (stereo unspecified),1,-5.5,-6,9,39,10,23,-2,4
COc1ccc(N(C(C)=O)c2nc(C)cc(C)c2C#N)c(OC)c1,1,4.9,-4,5,-5,3,5,-2,-3
S=C(NCc1ccc2c(c1)OCO2)NC1CC1,0,0.9,0,4,9,-9,6,-3,-7
Cc1cc(C)nc(NS(=O)(=O)c2ccc(NC(=O)CCC3COc4ccccc4O3)cc2)n1 (stereo unspecified),5,-3.9,0,12,-11,-4,18,-3,-16
CN(C)CCn1c(N)nc2ccccc21,-5,0.7,-1,-5,17,-2,-4,-4,-1

# Brought forward from above: 3 compounds; new compounds follow.
SMILES,CXCR6 inh,UPR CHOP act,XBP1 UPR activ,APJ antag,Mdm2 MdmX PPI,CCR6 antagonist,tim23-1 inh,APJ agonist,EBI2 block
S=C(NCc1ccc2c(c1)OCO2)NC1CC1,0,0.9,0,4,9,-9,6,-3,-7
Cc1cc(C)nc(NS(=O)(=O)c2ccc(NC(=O)CCC3COc4ccccc4O3)cc2)n1 (stereo unspecified),5,-3.9,0,12,-11,-4,18,-3,-16
CN(C)CCn1c(N)nc2ccccc21,-5,0.7,-1,-5,17,-2,-4,-4,-1
Cc1cc(C)nc(NC(=O)c2cc(Br)ccc2Cl)n1,-4,-2.6,-2,9,-10,6,-1,-2,-3
Clc1ccc2nc(-c3ccncc3)cc(-c3ccccc3)c2c1,2,-2.5,4,-7,26,7,3,-2,-29
OCCN(Cc1ccccc1)Cc1cccc(C(F)(F)F)c1,7,-0.3,3,19,13,0,-8,-2,8
C=CC[C@@H](CC(=O)N(CCO)Cc1ccccc1)C(=O)NC[C@@H](OC(=O)[C@@H](CC=C)CC(=O)OC(C)(C)C)c1ccccc1,16,0.7,-2,19,15,18,27,-3,10
COc1ccc(C(C)=O)cc1COC(=O)CCC(=O)N(CC(C)C)c1c(N)n(CC(C)C)c(=O)[nH]c1=O,2,2.6,2,-12,-7,-2,6,0,-1
C=CCN1C(=O)C(CC(=O)Nc2ccccc2)SC1=Nc1ccc(S(N)(=O)=O)cc1 (stereo unspecified),-4,-0.1,-2,-16,-25,1,17,-1,5
Cc1cccc(CCNS(=O)(=O)c2ccc3c(c2)NC(=O)CO3)c1,-6,-1.5,-2,5,-16,8,33,-2,0
O=S(=O)(NCc1cccnc1)c1ccc(Cl)nc1,-9,-2.2,-3,3,15,-13,3,-3,1
Cc1ccc(NC(=O)CCC2CC(C)(C)OC2=O)cc1 (stereo unspecified),1,2.6,-2,-8,2,14,-4,-2,-11
COc1cc(C(=O)Nc2ccc(C(F)(F)F)cc2)ccc1OCC(=O)N1CCOCC1,5,3.4,0,13,16,-3,-2,-4,-7
Cc1ccc(C2(CC(=O)O)CCOC(C)(C)C2)cc1 (stereo unspecified),-5,-2.3,-1,-1,-10,-12,-8,-5,-11
CCOc1ccc(CN2CCNC(=O)C2CC(=O)NCCN2CCOC2=O)cc1 (stereo unspecified),8,1.7,-2,2,16,3,-6,-7,-13
CCN(CC)CCOC(=O)c1ccc(NC(=O)CCNC(=O)Cn2ccc3ccccc3c2=O)cc1,-1,1.2,-2,-4,32,-2,2,-7,-1
Cc1ccc(CNC(=O)C(=O)Nc2nccs2)cc1,-7,1.2,5,-7,21,-16,-9,-3,-12
COc1ccc(NC(=S)NCCc2c[nH]c3ccccc23)c(OC)c1,2,-1.8,-3,-4,10,-6,-9,0,-1
COc1ccc(Br)c(C(=O)OCC(=O)NC2CC2)c1,6,3.3,-1,13,8,9,-3,-2,-9
COc1ccc(N(CC(=O)NCCC(C)C)C(=O)c2snc(C(=O)NC3CCCCC3)c2N)c(OC)c1,19,3.4,2,-4,23,21,22,-5,25
CC(=O)c1sc(NC(=O)CS(=O)(=O)c2ccccc2)nc1C,-4,1.2,0,6,11,7,-6,-7,-7
COc1cc(/C=C/C(=O)NCCc2ccc(S(N)(=O)=O)cc2)ccc1OCC#N,5,-0.2,1,-13,-29,12,5,-4,2
Cc1cccc(Oc2ccc(C(=O)NC3CCSC3=O)cn2)c1C (stereo unspecified),-3,1.2,-1,-20,12,7,19,-4,2
O=C(CCCN1C(=O)/C(=C\c2cccs2)SC1=S)NNC(=O)c1cccnc1,3,-0.8,-2,-5,-16,14,6,-1,8
CCc1nnc(NC(=O)CSc2nnc(CNc3cccc(C)c3)n2-c2ccccc2)s1,6,-2.9,-2,-1,18,12,17,7,-5
Cc1nn(C(C)C(=O)N2CCCCC2)c(=O)c2c1sc1ccccc12 (stereo unspecified),-4,-5.1,-6,7,-4,-3,12,-6,0
O=C(O)CNC(=O)c1ccccc1Br,-2,0.3,-4,0,-2,9,-3,-3,3
COc1ccccc1-c1cc(C(F)(F)F)nc(N2CCN(c3ccc(F)cc3)CC2)n1,4,1.1,-4,10,41,0,-12,-7,21
O=C(NCCN1CCN(c2ccccc2)CC1)Nc1cccc(Br)c1,3,-1.8,-5,14,25,3,20,-3,-12
COc1ccc(Nc2nc(C)cc(=O)[nH]2)c(OC)c1,6,-0.1,-2,-3,-5,-3,-2,-3,-9
CCOC(=O)C(CC)/C(C)=N/NC(=O)c1ccccc1[N+](=O)[O-] (stereo unspecified),1,-1.8,-2,10,31,1,-3,-3,0
CCOC(=O)c1c(S(=O)(=O)NCC(=O)NCc2ccccc2)c(C)n(C)c1C,-5,-1.0,-2,19,4,2,-27,-3,-6
CN(C)CCCNC(=O)C[C@H]1C[C@H](C(=O)N2CCOCC2)[C@@]2(C)c3[nH]c4cc(-c5ccco5)ccc4c3CCN2C1=O,-7,1.9,0,.,18,6,23,.,-9
CCOC(=O)c1ccccc1NC(=O)c1ccc2c(=O)n3c(nc2c1)CCCCC3,13,2.4,7,-9,27,21,34,8,25
Cc1ccc(C(=O)N2CCN(C3c4cccc5cccc(c45)C3NS(=O)(=O)c3ccccc3)CC2)cc1 (stereo unspecified),9,1.4,-5,8,-1,27,17,-2,8
Cc1ccc(OCc2ccccc2Br)c([N+](=O)[O-])n1,3,2.6,10,-8,-18,9,21,-1,-4
CCN(C(=O)CSc1n[nH]c(N)n1)C1CCCCC1,-2,1.4,-2,-4,-9,6,2,0,0
COC(=O)c1ccc(CNC(=O)CCc2c[nH]c3ccccc23)cc1,-1,1.0,-2,-4,9,7,6,-2,-4
O=C(CSc1nnnn1-c1ccccc1)NC(=O)Cc1ccccc1,5,2.1,-1,-53,-17,11,13,-2,-6
COc1cccc(C(=O)COC(=O)CCC(=O)c2ccccc2)c1,8,0.5,-1,-1,27,17,25,-3,-5
COc1ccc(OCC(=O)NNC(=O)c2ccc3c(=O)n4c(nc3c2)CCC4)cc1,3,-0.1,-2,14,18,-6,-1,-1,-9
CCOc1cc(C2C(C(=O)N3CCCCC3)=C(C)NC3=C2C(=O)CCC3)cc(Br)c1O (stereo unspecified),-10,-1.4,0,7,-9,7,-9,-4,-4
CNC(=O)c1cc2ccccc2o1,-2,-1.4,-1,-9,3,4,14,0,6
O=C(Nc1ccccc1)C1=C[C@H](c2ccc3c(c2)OCO3)C[C@H](OCCCCO)O1,4,2.7,4,-4,6,6,19,5,5
Cc1ccc(-c2cn3c(=S)[nH]nc3s2)cc1,-14,-1.2,-2,0,7,7,28,-1,-14
O=C(CCSc1ccccc1)N1CCN(c2ccccc2F)CC1,13,3.9,-2,18,-72,23,21,-2,-3
CCc1ccc(N(C(=O)c2ccco2)C(C(=O)NC2CCCC2)c2ccco2)cc1 (stereo unspecified),6,4.6,-3,11,-12,27,23,-2,8
O=C(CN1CCN(C/C=C/c2ccccc2)CC1)NCc1ccc(Cl)cc1,1,0.3,0,-2,17,12,7,-5,-4
Cc1cc(C)n(Cc2ccc(Cl)cc2Cl)c(=O)c1S(=O)(=O)c1ccccc1,5,-2.4,0,-10,14,31,14,-1,19
Cc1ccc(-n2c(C)c([N+](=O)[O-])c3ccc(O)cc32)cc1,.,-2.2,-2,-5,50,.,2,-3,.
CCOc1ccc(S(=O)(=O)NCc2ccccn2)cc1,3,0.5,-5,2,16,6,13,0,-4
CCCNC(=O)COC(=O)/C=C/c1ccco1,-2,-1.0,-1,-1,-23,10,1,0,-8
COc1ccc(C(=O)CSC2=C(C#N)C3(CCCCC3)C(C#N)=C(N)N2)cc1,-9,-0.3,-2,14,29,10,20,-5,-3
CCCN(CC(=O)Nc1ccc(F)c(F)c1F)C(=O)c1ccc2c(c1)NC(=O)CS2,-7,-0.6,-1,-6,11,-8,-6,-1,-7
Nn1c(SCC(=O)NC2CCS(=O)(=O)C2)nnc1-c1cccs1 (stereo unspecified),-9,-0.1,-1,-4,7,1,-11,0,2
O=C(CCNC(=O)c1ccc(Br)cc1)Nc1nccs1,-1,-0.9,-3,-6,2,-6,-13,-1,1
COC(=O)/C=C(\C)NC(=O)c1ccccc1Cl,5,1.6,0,-5,-1,14,-8,-2,-7
Cc1ccc(CNC(=O)CCNS(=O)(=O)c2ccc(C)cc2)cc1,-9,-0.2,0,9,-32,1,1,-1,8
Cc1ccc(C)c(S(=O)(=O)N/N=C2/CCCc3ccccc32)c1,-6,0.0,-2,5,3,-19,4,-3,-1
CCOC(=O)c1c(NC(=O)CSc2nc3ccccc3[nH]2)sc2c1CC(C)(C)NC2(C)C,-1,5.0,3,14,44,19,10,3,-2

# Compound activity (PubChem BioAssay)

# The list is partial. The share of hits here may be higher or lower than overall.
